p47phox inh – p47phox/p22phox peptide binding inhibitors, primary screen, biochemical, uHTS, NADPH oxidase regulatory subunit; fluorescence polarization, 2 h; inhibition, % at 24.7 µM; 220,000 tested, 0.53% active;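 active = inhibition above about 30%, limit read from the data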;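 also: 0% = p47phox with labelled peptide and 100% = labelled peptide alone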
Target sequence (P14598 whole entry, looked up): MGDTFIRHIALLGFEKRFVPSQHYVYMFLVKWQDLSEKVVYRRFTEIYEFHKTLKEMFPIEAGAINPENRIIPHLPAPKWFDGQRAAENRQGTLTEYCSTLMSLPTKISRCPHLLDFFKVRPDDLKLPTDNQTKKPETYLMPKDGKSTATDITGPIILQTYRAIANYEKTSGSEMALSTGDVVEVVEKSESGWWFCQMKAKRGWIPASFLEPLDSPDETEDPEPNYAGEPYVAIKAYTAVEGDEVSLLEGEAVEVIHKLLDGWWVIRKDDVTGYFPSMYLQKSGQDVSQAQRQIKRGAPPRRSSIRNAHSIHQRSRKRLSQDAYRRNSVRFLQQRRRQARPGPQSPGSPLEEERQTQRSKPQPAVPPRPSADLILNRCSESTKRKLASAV
Mdm2 ligase inh – MDM2-luciferase reporter signal enhancers, primary screen, MDM2 E3 ligase inhibitor project, cell-based, luminescence, 1536-well; cell-based MDM2 ubiquitination luciferase reporter, 2 h; 0 = plate control, 100 = twice control, blank-subtracted; E3 ubiquitin-protein ligase Mdm2 (Homo sapiens), Q00987; 210,000 tested, 0.11% active; signal enhancement, % at 5 µM;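 active = signal enhancement of 30% or more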;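 also: luminescence tracks abundance of the self-degrading MDM2-luciferase fusion protein; higher signal means inhibition of MDM2 E3 ligase activity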
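system = mammalian cells stably expressing self-ubiquitinating, self-degrading MDM2 E3–luciferase fusion | quantity = 2000 cells per well seeded | incubation = 4 h cell settling then 2 h compound exposure, 37 °C | signal = SteadyLite luminescence, 15 min reagent step | benchmarks = plate control and blank wells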
zVAD death inh – inhibitors of zVAD-triggered necroptosis, primary screen, L929 cells; L929 zVAD necroptosis rescue, ATP luminescence, 24 h; with zVAD 60 µM; viability rescue, % at 10 µM; AID 1377, 2008; 220,000 tested, 0.38% active;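 active = activation, scaled between plate controls, above about 75%, limit read from the data; inactive = activation under that limit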;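 also: 0% = zVAD with DMSO and 100% = DMSO alone without zVAD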
Runt-CBFb FRET – inhibitors of RUNX1 Runt–CBFb binding, primary screen, biochemical, FRET, Cerulean-Runt, Venus-CBFb, uHTS; Runt-related transcription factor 1 (Homo sapiens) + Core-binding factor subunit beta …; Cerulean-Runt/Venus-CBFb FRET ratio 530/480, 1 h; inhibition, % at 20 µM; 220,000 tested, 0.46% active;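 active = inhibition over about 50% at 20 µM in the single-dose screen, limit read from the data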;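 also: 0% = DMSO wells and 100% = excess unlabeled CBFb competitor control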
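Measured by: fluorescence energy transfer, 422 nm excitation, 530/480 nm emission; test system: Cerulean-tagged RUNX1 Runt domain (FRET donor) fusion protein; buffer or medium: Tris pH 7.5 buffer with BSA; compound: one dose, 20 µM compound, 1% DMSO; times: two 1 h room-temperature incubations shielded from light; benchmarks: unlabeled CBFb 5 µM, positive control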
Runt-SMMHC FRET – inhibitors of RUNX1 Runt–CBFb-SMMHC binding, primary screen, biochemical, FRET, Cerulean-Runt, Venus-CBFb-SMMHC, uHTS; Cerulean-Runt/Venus-CBFb-SMMHC FRET ratio 530/480, 1 h; inhibition, % at 20 µM; 220,000 tested, 0.74% active;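 active = mean inhibition across duplicate retests at 20 µM reaching about 50%, limit read from the data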;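 also: 0% = DMSO wells and 100% = wells with excess untagged CBFb-SMMHC; inhibitors lower the FRET ratio by blocking Runt binding to CBFb-SMMHC; some results filed as inactive read as strong as hits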
TbHK1 inh – Trypanosoma brucei hexokinase 1 inhibitors, primary screen, biochemical, G6PDH-coupled NADH absorbance, MLSCN library. 220,000 tested, 0.11% active. inhibition, % at 10 µM. hexokinase 1 [Trypanosoma brucei]. AID 1430, 2008. recombinant TbHK1, G6PDH-coupled NADH A340;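 active = inhibition of 50% or more in the single-dose primary screen; inactive = inhibition below 50%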
14-3-3 Bad inh – inhibitors of 14-3-3 zeta/Bad binding, primary screen, biochemical, TR-FRET, bovine 14-3-3 zeta; 14-3-3 protein zeta/delta (Bos taurus), P63103; inhibition, % at 21.7 µM; TR-FRET 14-3-3zeta/Dy647-pBad peptide displacement, 1 h; 220,000 tested, 0.71% active;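 active = inhibition above about 70%, limit read from the data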;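 also: 0% = full 14-3-3 plus peptide FRET controls and 100% = background without 14-3-3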
Hck Nef HTS – inhibitors of Nef-activated human Hck kinase, primary screen, biochemical, Z-Lyte FRET, 384-well, Hck-YEEI | 220,000 tested, 0.68% active | inhibition, % at 20 µM | Recombinant Hck-YEEI plus Nef, Z-Lyte FRET kinase assay | Tyrosine-protein kinase HCK (Homo sapiens), P08631;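 active = Hck-Nef kinase inhibition above about 50%, limit read from the data; inactive = inhibition below that limit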;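 also: 0% = DMSO with Hck plus Nef and 100% = Hck alone without Nef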
Target sequence (P08631 whole entry, looked up): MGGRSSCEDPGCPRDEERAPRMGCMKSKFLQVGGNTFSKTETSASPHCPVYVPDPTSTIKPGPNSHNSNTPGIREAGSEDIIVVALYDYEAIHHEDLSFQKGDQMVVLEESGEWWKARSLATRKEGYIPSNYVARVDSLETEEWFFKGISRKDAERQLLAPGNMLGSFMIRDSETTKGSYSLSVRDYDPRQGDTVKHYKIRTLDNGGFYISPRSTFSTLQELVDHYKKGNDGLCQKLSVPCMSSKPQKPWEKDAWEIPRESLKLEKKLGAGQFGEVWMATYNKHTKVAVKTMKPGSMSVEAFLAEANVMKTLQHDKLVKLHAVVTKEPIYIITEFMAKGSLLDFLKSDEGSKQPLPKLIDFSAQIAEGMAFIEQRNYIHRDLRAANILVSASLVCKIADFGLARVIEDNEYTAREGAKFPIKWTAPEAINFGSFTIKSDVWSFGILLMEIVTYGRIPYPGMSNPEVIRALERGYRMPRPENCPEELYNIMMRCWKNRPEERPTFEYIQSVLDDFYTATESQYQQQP
EBV gp42 block – Epstein-Barr virus gp42 inhibitors, primary screen, biochemical, uHTS, fluorescence polarization; AID 1085, 2008; Glycoprotein 42 (Epstein-Barr virus (strain AG876)), Q1HVG2; Fluorescence polarization binding assay, mP read-out; 220,000 tested, 0.42% active; inhibition, % (tested at 21.74 µM); in the data active = inhibition above about 50%
The depositor's hits bear a star; x = not tested or not shown; [ ] = remark or other dose. Rows were taken by chance (roughly 3.2% active in at least one column).

SMILES	p47phox inh	Mdm2 ligase inh	zVAD death inh	Runt-CBFb FRET	Runt-SMMHC FRET	TbHK1 inh	14-3-3 Bad inh	Hck Nef HTS	EBV gp42 block
O=[N+]([O-])c1cc(/C=N/N2CCN(C3c4ccccc4-c4ccccc43)CC2)ccc1Cl	-3	0	-0.1	1	1	-26	-6[fluorescence artefact?]	0	-3
Cc1ccc(-n2c(C)cc(C3N=C(N)Nc4nc5ccccc5n43)c2C)c(C)c1 (stereo not given)	30*	-10	5.6	1	4	2	25	2	11
Oc1ccc2ccccc2c1/C=N/n1cnnc1	-4	-22	1.2	67*	116*	-22	1	-3	-4
COc1ccc(NC2=NCC(Cc3ccc(Br)cc3)S2)cc1 (stereo not given)	-6	-4	3.1	-1	-2	11	-3	5	-8
COc1ccc(C2SCCN2S(=O)(=O)c2ccc(F)cc2)cc1OC (stereo not given)	-25	-5	0.8	0	4	-2	2	0	-22
O=C(NCCCO)/C(=C\c1cn(-c2ccccc2)nc1-c1cccnc1)NC(=O)c1ccccc1	-5	13	-0.3	0	1	-8	8	8	-18
COc1cc2c(cc1OC)C1(Nc3c-2c(Cc2ccccc2)nn3-c2ccccc2)C(=O)Nc2ccccc21 (stereo not given)	-18	14	0.7	2	-3	-21	-10	4	-41
CC(C)C(c1nnnn1Cc1ccco1)N1CCC(C(N)=O)CC1 (stereo not given)	-202	12	0.1	0	7	7	-9	5	-9
Cc1c(NC(=O)Oc2ccccc2)sc(=S)n1C	-9	-5	0.8	3	2	-22	-3	-2	-27
CC(Oc1ccc(C(C)(C)C)cc1)c1ccnc2nc(/N=C/N(C)C)nn12 (stereo not given)	-13	-14	-0.4	-1	-7	-16	9	2	-9
OCCC1CN(Cc2cccn2-c2cccnc2)CCN1Cc1ccc(F)cc1 (stereo not given)	-8	-4	1.3	0	-1	-1	-8	14	-18
CN(C)CCCC1(O)c2ccccc2CCc2ccccc21	0	-1	-0.6	1	3	6	-4	19	3
COc1ccc(-c2csc(N(CCc3ccc(OC)c(OC)c3)C(=O)COc3ccccc3)n2)cc1	-5	-7	10	0	-1	-14	-9	0	-6
CCc1c(C)nc(SCC(=O)NNC(=O)Cc2ccc(OC)cc2)[nH]c1=O	-5	-15	-0.2	3	-1	3	4	-6	-8
O=C(c1cc2c(ccc3ccccc32)oc1=O)N1CCCC1	-3	-7	1.3	5	12	-17	-5	6	11
CC(CN1CCOCC1)OC(=O)CCc1ccccc1 (stereo not given)	x	1	0.3	0	0	-1	3	5	-6
O=C(Cn1c(SCC(=O)N2CCCc3ccccc32)nc2ccccc21)N1CCCC1	-12	0	0.7	-1	4	5	3	0	-3
O=C(NCc1ccc2c(c1)OCO2)c1cccc(F)c1	-22	4	-0.1	2	-4	8	17	-1	-14
CCOC(=O)c1cc(-c2ccc(F)cc2)n(CCC(=O)NC2CCN(Cc3ccccc3)CC2)c1C	-8	-7	0.1	0	-1	-11	-16	25	9
Cc1cc(C)n2nc(S(=O)(=O)NC3CCCCC3)nc2n1	-6	-13	1.8	-2	1	5	51	11	1
O=C1CSC(c2cn(-c3ccccc3)nc2-c2cc3ccccc3oc2=O)N1Cc1ccco1 (stereo not given)	-29	-14	0.8	10	4	-22	-6[fluorescence artefact?]	1	-12
Cc1ccc(N(Cc2ccccc2F)S(C)(=O)=O)c(C)c1	-5	x	0.2	-1	-3	-7	-1	-1	-1
COc1ccc(CN(C(=O)c2oc3ccccc3c2C)C2CCS(=O)(=O)C2)cc1OC (stereo not given)	0	-7	-0.2	1	-1	-5	-6	1	5
CNC(=O)c1cc(NC(=O)CCn2nc(-c3ccc(C)cc3)c3ccccc3c2=O)ccc1OC	-5	-7	0.8	0	-7	7	1	22	-6
O=C(c1cc(S(=O)(=O)N2CCCCC2)ccc1F)N1CCCCC1	-6	2	-0.3	-2	2	1	-13	-2	-8
Next entries:
SMILES	p47phox inh	Mdm2 ligase inh	zVAD death inh	Runt-CBFb FRET	Runt-SMMHC FRET	TbHK1 inh	14-3-3 Bad inh	Hck Nef HTS	EBV gp42 block
O=C(O)CCc1nc(-c2ccccc2)no1	7	-12	0.9	-1	1	2	-7	0	5
O=C(N/C(=C/c1ccccc1)C(=O)N1CCOCC1)c1ccc([N+](=O)[O-])cc1	-9	-13	0.4	0	1	-15	4	3	-13
Clc1ccccc1Sc1ccc(-c2ccccn2)s1	0	6	0.7	0	0	-13	-10	-1	5
CCN1C(=O)CC(NCc2ccc(S(N)(=O)=O)cc2)C1=O (stereo not given)	-9	-13	0.1	-2	-1	4	1	10	-12
COC(=O)C(C(=O)OC)=C(/C=C/N(C)C)N(C)C	-3	-26	2.3	0	4	-53	3	1	-18
Cc1ccc(C(=O)/C=C2\NCCNC2=O)cc1	3	-6	-0.6	-2	-2	-24	-1	9	-19
COc1ccc(NC(=O)c2nnn(Cc3ccc(SC)cc3)c2N)c(OC)c1	-9	-9	1.7	2	-6	-20	2	1	-19
CCCCc1nnc(NC(=O)CS(=O)(=O)Cc2ccccc2)s1	-9	-7	-0.2	0	-2	22	-5	-14	-10
Cc1cc(N(C)/N=C/c2ccccc2)nc(-c2ccccc2O)n1	-5	-1	13	1	0	-29	-12	17	-23
Cc1ccc(/C=c2\s/c(=C(/C#N)C(=O)N3CCCC3)n(Cc3ccco3)c2=O)s1	-104	-13	-0.3	-7	-43	-15	0	-20	42
O=C(NN/C(=N/S(=O)(=O)c1ccc(Cl)cc1)c1ccccc1)c1ccc(O)cc1	-9	4	0.7	-4	6	-9	-3	2	-18
CCc1ccc(/C=C2\SC(=S)N(CCC(=O)Nc3cc(C)on3)C2=O)cc1	-82	-20	-0.1	-1	-9	15	-5	41	-78
CCOc1nc(NC(C)C)nc(NC(C)C)n1	3	7	0.6	x	-2	3	0[fluorescence artefact?]	3	-26
COC(=O)COc1ccc2c(=O)c(Oc3ccccc3)c(C)oc2c1	-9	-6	0.5	0	0	2	-6	-2	0
COc1ccc(-c2cc(C(F)(F)F)nc(SCc3cccc(C(=O)O)c3)n2)cc1	-7	-14	-0.1	-13	-15	-9	-7	0	13
O=C(Nc1cc(Cl)ccc1N1CCCCC1)c1cccs1	-12	-6	0.6	0	-1	0	-6	4	5
O=C(Nc1cc(S(=O)(=O)N2CCOCC2)ccc1N1CCCC1)C1COc2ccccc2O1 (stereo not given)	-10	-29	0.5	1	-7	-9	3	10	-15
COc1ccc(C)cc1NS(=O)(=O)c1cn(C)c(=O)n(C)c1=O	-3	7	0.5	1	-2	-13	0	0	-13
CCOC(=O)c1cnn(-c2cc(C)nc3c(-c4ccccc4)c(C)nn23)c1N	-13	5	0.0	3	0	0	0	1	-14
Cc1ccn2cc(CCNC(=O)C3CC=CCC3C(=O)O)nc2c1 (stereo not given)	12	-4	-0.7	0	69	-5	-2	5	3
CCc1ccc(C2=NNC(=Nc3c(C)n(C)n(-c4ccccc4)c3=O)SC2)cc1	0	-16	4.2	2	5	-3	-10	20	-14
COc1ccc(S(=O)(=O)Nc2nc3c(s2)CCCC3)cc1	6	4	0.5	1	-2	3	-4	26	-3
CCC1CN(C)C2Cc3c([nH]c4ccccc34)C(=O)CC1C2C(=O)OC (stereo not given)	2	x	0.3	1	0	-31	4	28	7
COc1ccc(C2C(C#N)=C(N)Oc3c2oc(CO)cc3=O)c(OC)c1OC (stereo not given)	0	-5	-0.6	-1	-4	-11	-20	-2	-4
COc1ccc(CNC(=O)C(=O)NC2CCC(C)CC2)cc1 (stereo not given)	6	-27	-0.1	0	2	-5	0	-13	-49

Part of the list above, set out differently:
Clc1ccccc1Sc1ccc(-c2ccccn2)s1
  p47phox inh: 0
  Mdm2 ligase inh: 6
  zVAD death inh: 0.7
  Runt-CBFb FRET: 0
  Runt-SMMHC FRET: 0
  TbHK1 inh: -13
  14-3-3 Bad inh: -10
  Hck Nef HTS: -1
  EBV gp42 block: 5
CCN1C(=O)CC(NCc2ccc(S(N)(=O)=O)cc2)C1=O (stereo not given)
  p47phox inh: -9
  Mdm2 ligase inh: -13
  zVAD death inh: 0.1
  Runt-CBFb FRET: -2
  Runt-SMMHC FRET: -1
  TbHK1 inh: 4
  14-3-3 Bad inh: 1
  Hck Nef HTS: 10
  EBV gp42 block: -12
COC(=O)C(C(=O)OC)=C(/C=C/N(C)C)N(C)C
  p47phox inh: -3
  Mdm2 ligase inh: -26
  zVAD death inh: 2.3
  Runt-CBFb FRET: 0
  Runt-SMMHC FRET: 4
  TbHK1 inh: -53
  14-3-3 Bad inh: 3
  Hck Nef HTS: 1
  EBV gp42 block: -18
Cc1ccc(C(=O)/C=C2\NCCNC2=O)cc1
  p47phox inh: 3
  Mdm2 ligase inh: -6
  zVAD death inh: -0.6
  Runt-CBFb FRET: -2
  Runt-SMMHC FRET: -2
  TbHK1 inh: -24
  14-3-3 Bad inh: -1
  Hck Nef HTS: 9
  EBV gp42 block: -19

(further entries)
SMILES	p47phox inh	Mdm2 ligase inh	zVAD death inh	Runt-CBFb FRET	Runt-SMMHC FRET	TbHK1 inh	14-3-3 Bad inh	Hck Nef HTS	EBV gp42 block
CCCC(=O)Nc1ccc(N2CCN(C(=O)c3cccs3)CC2)cc1	0	-1	0.0	-1	0	-7	-21	-1	0
CCCCOc1ccccc1NC(=O)CSc1nnnn1C(C)(C)C	-1	-15	0.5	-1	0	6	5	2	-12
N/C(=N\OC(=O)CCCC(=O)O)c1ncc(C(F)(F)F)cc1Cl	-5	-19	0.0	4	0	-4	0	4	3
COC(=O)CSc1nc(C)cc(N2CCOCC2)n1	-2	-2	-0.4	-3	-1	-2	-8	5	0
O=S(=O)(Nc1cccc2ccccc12)c1ccccc1	-8	-14	-0.1	0	-4	-4	-3	13	-3
CNC(=S)N1N=C(c2ccc(Br)cc2)CC1c1ccc(N(C)C)cc1 (stereo not given)	-64	0	1.1	-11	-27	-31	-8	-15	-107
Cc1c(NS(=O)(=O)c2cc(C(=O)OCC(=O)N3CCC(C)CC3)ccc2Cl)c(=O)n(-c2ccccc2)n1C	-2	-14	-0.4	-2	5	-2	-1	22	-6
O=C(O)c1cccc(-n2cccc2/C=C2\NC(=O)N(Cc3ccc(F)cc3)C2=O)c1	-26	-14	4.2	22	15	9	40	11	-7
CN1c2ccsc2C(O)=C(C(=S)Nc2ccc(F)c(Cl)c2)S1(=O)=O	-6	12	-0.2	85*	x	-29	10	4	1
COc1cc(NC(=O)c2cccc([N+](=O)[O-])c2C)ccc1NC(=O)c1ccco1	14	-11	2.0	-2	-2	1	3	2	-16
CC1(c2ccc(OCC#N)cc2)C=C(c2ccc(OCC#N)cc2)n2nc(C(F)(F)F)nc2N1 (stereo not given)	-13	-2	17	-2	-3	26	-1	5	-12
